From PubChem BioAssay
HepG2 tox: counter-screen for TGF-b inhibitors: cytotoxicity in HepG2 cells. actives 0.76% (n = 410,000). Potency, µM (titrated, usually from 46.1 µM), inactives show at the top dose activity change, negative = cytotoxicity, usual class: cytotoxic. HepG2 CAGA-GFP viability, ATP luminescence, 18 h; note: some results filed as inactive show a strong effect at the top dose
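HepG2 CAGA-GFP cells (1000/well, DMEM with 1% FBS) received compound, then TGF-beta at 500 pg/mL final, and were incubated 18 hours at 37 degrees C. Viability was read by CellTiter-Glo luminescence. Media-only wells were set as complete cell-killing and DMSO as no toxicity.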
EPAC2 antag: blocks human EPAC2 exchange factor. AID 720708. EPAC2 GEF exchange of Rap1B-BODIPY-GDP, fluorescence. Potency, µM (top dose mostly 114 µM), for the others: top-dose activity, negative = inhibition, usual class: inhibitors. Q8WZA2. actives 0.18% (n = 360,000); note: % is set by controls: 0 for no effect and ±100 for the full control effect; nearly all actives have a fitted effect of over 45% in size; many of its hits are not listed in these tables
Target sequence (Q8WZA2 whole entry, looked up): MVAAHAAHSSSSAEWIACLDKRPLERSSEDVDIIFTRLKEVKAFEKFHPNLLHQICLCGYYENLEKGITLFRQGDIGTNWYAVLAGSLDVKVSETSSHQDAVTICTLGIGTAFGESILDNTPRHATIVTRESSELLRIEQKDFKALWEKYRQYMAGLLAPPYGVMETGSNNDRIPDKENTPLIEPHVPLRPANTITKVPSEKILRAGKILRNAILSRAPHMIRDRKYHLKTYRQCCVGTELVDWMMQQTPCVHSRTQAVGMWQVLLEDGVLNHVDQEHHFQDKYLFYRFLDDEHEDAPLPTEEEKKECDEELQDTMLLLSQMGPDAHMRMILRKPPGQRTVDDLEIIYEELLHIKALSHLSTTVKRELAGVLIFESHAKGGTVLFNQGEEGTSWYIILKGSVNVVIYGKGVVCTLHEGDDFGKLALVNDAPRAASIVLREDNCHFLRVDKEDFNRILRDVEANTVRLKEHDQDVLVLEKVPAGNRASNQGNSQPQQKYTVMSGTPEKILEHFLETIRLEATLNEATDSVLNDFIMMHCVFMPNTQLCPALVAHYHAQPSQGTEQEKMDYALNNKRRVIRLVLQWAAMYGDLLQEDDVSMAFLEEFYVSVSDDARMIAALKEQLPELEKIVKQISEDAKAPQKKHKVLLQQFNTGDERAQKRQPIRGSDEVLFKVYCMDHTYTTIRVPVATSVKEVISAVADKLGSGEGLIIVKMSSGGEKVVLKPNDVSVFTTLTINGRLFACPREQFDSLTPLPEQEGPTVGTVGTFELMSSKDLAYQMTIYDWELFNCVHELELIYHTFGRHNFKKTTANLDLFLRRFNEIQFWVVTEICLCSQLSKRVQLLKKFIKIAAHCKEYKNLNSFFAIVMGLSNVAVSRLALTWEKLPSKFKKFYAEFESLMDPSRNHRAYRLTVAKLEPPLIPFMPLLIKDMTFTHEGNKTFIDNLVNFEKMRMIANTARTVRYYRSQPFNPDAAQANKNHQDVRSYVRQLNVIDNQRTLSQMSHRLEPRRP
ATXN2 expr inh: ATXN2 expression inhibition; Potency, µM (series often up to 57 µM), without a hit: top-dose activity change, negative = inhibition, hits mostly inhibitors; actives 0.72% (n = 360,000); HEK-293 ATXN2-luciferase reporter, luminescence, 24 h; note: % is set by controls: 0 for no effect and ±100 for the full control effect; nearly all actives have a fitted effect of over 55% in size
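ATXN2-luciferase reporter cells (luciferase flanked by upstream and downstream ATXN2 gene portions) were treated 24 h at 37 °C with compounds at up to 57 uM. SteadyGlo luminescence gave expression; GF-AFC fluorescence gave viability.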
S2 tox: viability counter-screen for ATXN expression inhibitors | AID 651635 | S2 cells (HEK-293 line with an ATXN2-luciferase reporter) viability, CellTiter-Fluor protease fluorescence, 24 h | actives 0.49% (n = 400,000) | Potency, µM (doses to about 56.7 µM), usual class: cytotoxic; note: nearly all actives have a fitted effect of over 40% in size
MCF10A rereplic: DNA re-replication induction in MCF 10a cells; MCF 10A DNA re-replication, Hoechst nuclear intensity, 48 h; Potency, µM (doses to about 46.1 µM), inactives show at the top dose activity, positive = re-replication, actives largely listed as activators; actives 2.9% (n = 350,000); AID 624296; note: % of control where 0% means no effect; nearly all actives have a fitted effect of over 50% in size
Nrf2 ARE act: Nrf2 pathway activation; AREc32 ARE-luciferase reporter (MCF7-derived line), luminescence, 24 h; Potency, µM (series often up to 46.1 µM), inactives show at the top dose activation, usual class: activators; actives 0.31% (n = 410,000); note: % of control where 0% means no effect; nearly all actives have a fitted effect of over 65% in size
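ARE activation measured as luciferase luminescence (Steady-Glo, 30 min RT) in AREc32_Fluc cells after 24 hr compound exposure at 37 deg C, 5% CO2; cells seeded overnight at 1000/well in OPTI-MEM, 5% FBS.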
Nrf2 inh: Nrf2 pathway inhibition. A549 ARE-Fluc reporter, luciferase luminescence, 18-24 h. Potency, µM (series often up to 46 µM), for inactives: at the highest dose activity change, negative = inhibition, most hits filed as inhibitors. actives 2.1% (n = 360,000); note: % is set by controls: 0 for no effect and ±100 for the full control effect; nearly all actives have a fitted effect of over 60% in size
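Two sequential reads on A549 ARE_Fluc cells exposed to compound for 18-24 h: a CellTiter-Fluor fluorescence read for viability, then a luciferase luminescence read for Nrf2/ARE activity.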
TGFb SMAD3 inh: TGF-b pathway inhibition; HepG2 CAGA-GFP TGF-b/SMAD3 reporter, GFP fluorescence, 18 h; TGF-beta stimulated, 500 pg/mL final; Potency, µM (highest dose often 46.1 µM), for the others: at the top dose activity, negative = inhibition, hits mostly inhibitors; actives 1.2% (n = 410,000); note: % is set by controls: 0 for no effect and ±100 for the full control effect; nearly all actives have a fitted effect of over 65% in size
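Inhibition of TGF-beta-driven CAGA-GFP reporter expression in HEPG2 cells is measured by cellular GFP fluorescence after 18 h stimulation with 500 pg/mL recombinant TGF-beta in 1% FBS medium at 37 degrees C.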
A549 tox: kills or reduces viability of A549 cells in Nrf2 counter-screen; Potency, µM (doses to about 46 µM), for inactives: at the highest dose activity change, negative = cytotoxicity, most hits filed as inhibitors; A549 ARE-Fluc cells, CellTiter-Fluor viability, 18-24 h; actives 0.16% (n = 390,000); note: % is set by controls: 0 for no effect and ±100 for the full control effect
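A549 ARE_Fluc cells in 5% FBS OPTI-MEM were exposed to compounds in concentration-response for 18-24 h at 37 deg C. Viability was read by CellTiter-Fluor fluorescence (Ex 405/Em 525) after 30 min, before the luciferase read.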
Numbers without * were called inactive; i = inactive; ? = inconclusive; · = no result given; [ ] = remark or other dose. Calls come from the whole dose curve; as a rule, active = well fitted curve in the direction sought with a large enough effect; inconclusive = small, poorly fitted or top-dose-only effect, or another doubt; inactive = no such curve, though single readings can be large; an effect the other way counts as inactive or inconclusive. Potency is the fitted concentration of half-maximal effect. This is a subset; count on the stated rates, not on these rows.

Every second line gives: S2 tox	EPAC2 antag	HepG2 tox	ATXN2 expr inh	Nrf2 inh	A549 tox	MCF10A rereplic	Nrf2 ARE act	TGFb SMAD3 inh
Cc1ccc(NC(=O)CCC(=O)N2CCN(S(=O)(=O)c3ccc(C)cc3)CC2)cc1
    i	1%	-2%	11%	11%	1%	-3%	0.3%	-15%
Cc1ccc(-c2nnc(Nc3ccc(C(N)=O)cc3)c3ccccc23)cc1S(N)(=O)=O
    i	·	-23%	-12%	·	-12%	·	-1.1%	-3%
O=C1CCSc2cccc3cccc(c23)N1
    i	16%	-28%	10%	?	2%	-31%[inhibitor]	1.5%	-5%
CCCCc1nnc(NC(=O)CCS(=O)(=O)c2ccc(C)cc2)s1
    i	-3%	2%	4%	-18%	-4%	?	?	-20%
Cc1ccc(S(=O)(=O)NC(=O)C2(C)CCN2C(=O)CCc2ccc(Cl)cc2Cl)nc1 (centres undefined)
    i	1%	12%	9%	·	·	·	-0.2%[9.22 µM]	30%[activator]
Cc1ccc(NC(=O)c2ccc(OC(=O)CCN3C(=O)c4ccccc4C3=O)cc2)cc1
    i	14%	5%	62%[activator]	?	-1%	3%	2.3%	4%
CC1=C(C(=O)N2CCOCC2)CC(CC(=O)NC(c2ccccc2)c2ccccc2)C(=O)N1Cc1ccc(C(C)(C)C)cc1 (centres undefined)
    i	-15%	21%	?	·	·	·	1.1%	?
CC(=O)Nc1cccc(-c2cn3cccnc3n2)c1
    i	·	4%	5%	·	2%	·	7.5%	7%
COc1ccc(C(=O)OCC(=O)Nc2ccc(N3CCOCC3)cc2)cc1
    i	10%	2%	1%	1%	-2%	-4%	0.0%	14%
O=C(N/C(=C\c1ccc([N+](=O)[O-])cc1)C(=O)N1CCOCC1)c1ccco1
    i	3%	-6%	-2%	7%	-5%	9%	0.4%	20%
O=C(OCCN1C(=O)c2cccc3c(N4CCOCC4)ccc(c23)C1=O)c1ccccc1Cl
    ·	101%[activator]	-12%	?	?	11%	1%	-0.8%	70%[activator]
COc1cc(C2C(C#N)=C(N)Oc3c2oc(CO)cc3=O)ccc1OC(C)C (centres undefined)
    i	1%	-4%	3%	12%	0%	1%	-0.5%	12%
CCO/N=C(/C)c1c(O)c(C)c(-c2ccccc2)n(-c2ccccc2)c1=O
    i	-3%	-2%	0%	5%	1%	?	-0.3%	-7%
COc1ccc(N/C=C/c2nc(SC)nnc2C)cc1
    ?	2%	-17%	-7%	-17%	-22%	?	7.6%	-4%
Cc1nn(-c2ccccc2)c(Cl)c1C1C(C#N)=C(N)OC2=C1C(=O)CC(C)(C)C2 (centres undefined)
    i	8%	27%	-12%	·	-19%	?	0.0%	-5%
c1ccc(CNc2nc3c(-c4ccccc4)nnn3c3ccccc23)cc1
    ·	·	-4%	·	?	2%	·	12%	11%
Cn1c(=O)n(C)c2cc(NC(=O)Cc3ccccc3[N+](=O)[O-])ccc21
    i	3%	-7%	·	-22%	22%	1%	13%	-8%
CC(C)(C)NC(=O)C(c1ccc(O)cc1)N(C(=O)CCC(=O)Nc1nccs1)c1cccc(F)c1 (centres undefined)
    i	7%	4%	-23%	-14%	-1%	18%	0.5%	28%
CC(Oc1ccccc1)C(=O)OCC(=O)NC(=O)NC1CCCCC1 (centres undefined)
    i	-20%	4%	·	-7%	6%	-3%	0.4%	17%
COCn1c(-c2ccc(OC)c(OC)c2)nc2ccccc21
    ·	7%	-5%	·	?	1%	2%	2.9%	-17%
Cc1ccc(NC(=O)NCc2ccc3c(c2)OCO3)cc1
    i	-1%	-2%	24%	10%	1%	22%	0.0%	-5%
O=C(COC(=O)/C=C/c1ccco1)NCc1ccc(Cl)cc1Cl
    i	7%	-26%	·	?	-2%	1%	?	-13%
O=C(NCCc1ccccc1)C(c1ccc(F)cc1)N(C(=O)c1csnn1)C1CC1 (centres undefined)
    i	7%	6%	5%	-5%	-4%	-20%	0.1%	5%
O=C(CSc1nccn1-c1ccc(F)cc1)Nc1nc2ccccc2s1
    ·	·	-41%	·	·	8%	·	7.8%	-29%
CC(=O)NC(CC(=O)Nc1ccc(S(=O)(=O)N2CCOCC2)cc1)c1ccccc1 (centres undefined)
    i	9%	-12%	-9%	1%	1%	0%	2.7%	?
O=C(Nc1nnc(-c2ccc(F)cc2)o1)C1CCCN1S(=O)(=O)c1cccs1 (centres undefined)
    i	3%	-4%	1%	3%	1%	-1%	-0.1%	5%
Cc1ccc(-c2noc(CNc3ccccc3)n2)cc1
    i	2%	3%	59%[activator]	16%	-12%	23%	2.7%	?
CC(C)C[C@H]1CN=C(N(C)C)N1CC1CCCCCC1
    i	9%	-32%	-25%	-3%	?	4%	4.3%	-23%
O=C(C1CCCN(C2CC(=O)N(c3ccc(Cl)cc3)C2=O)C1)N1CCCC1 (centres undefined)
    i	1%	3%	-5%	6%	-14%	-5%	0.4%	-7%
O=C1c2ccccc2NC(c2cccc(O)c2)N1NS(=O)(=O)c1ccccc1 (centres undefined)
    i	-1%	-17%	-14%	-2%	0%	-1%	1.9%	-1%
CCc1ccccc1NC(=O)N1CCC(NC(=O)C(Cc2ccc(OC)c(OC)c2)NC(C)=O)CC1 (centres undefined)
    i	8%	-2%	-1%	-26%	0%	4%	-0.8%	0%
N/C(CN1CCCC1=O)=N\OC(=O)c1ccccc1Cl
    i	1%	-5%	16%	21%	-12%	3%	-0.2%	?
O=C1C(Cl)=C(N2CCCC2)C(=O)N1c1ccc(F)cc1
    i	17%	7%	6%	4%	2%	-1%	1.8%	?
CNCc1nc2ccccc2[nH]1
    i	3%	-3%	-14%	13%	-8%	-4%	3.2%	-2%
N#CC1=C(N)SC(N)=C(C#N)C1c1cccc(O)c1
    i	21%	5%	4%	-10%	-11%	-14%	2.7%	28%
Cc1oc(-c2ccccc2)cc1C(=O)NC(Cc1c[nH]c2ccccc12)C(=O)O (centres undefined)
    i	-2%	-19%	1%	7%	7%	4%	6.2%	0%
Cc1ccc(-n2c(SCC(=O)N3CCOCC3)nnc2-c2cccnc2)cc1
    i	-4%	1%	29%	·	-2%	-18%	2.1%	16%
CCOC(=O)N1CCN(CC(=O)Nc2sccc2C#N)CC1
    i	9%	7%	?	4%	0%	4%	3.6%	-9%
CCCCn1nnnc1C1(C)CCC(=O)N1Cc1ccc(OC)cc1 (centres undefined)
    i	-8%	·	7%	·	·	·	0.5%	·
CSCCC(NC(=O)c1ccc(Cl)cc1Cl)C(=O)N(C)Cc1nc2ccccc2c(=O)[nH]1 (centres undefined)
    i	19%	7%	3%	?	5%	0%	5.0%	-28%
CCCCOc1ccc(/C=C/C(=O)Nc2ccc([N+](=O)[O-])cc2C)cc1
    i	4%	1%	7%	?	0%	-2%	0.5%	4%
O=C(COC(=O)CNS(=O)(=O)c1ccc(Br)cc1Cl)NC1CCCC1
    i	6%	-6%	-6%	?	16%	-19%	0.1%	-8%
CCOc1ccc(CN2CCN(C3CCC3)CC2CCO)cc1 (centres undefined)
    i	4%	-6%	-4%	1%	5%	21%	-0.7%	3%
Cc1cccc(-c2ncc(CN3CCN(CC(C)C)C(CCO)C3)cn2)c1 (centres undefined)
    i	-19%	-24%	-1%	?	1%	23%	3.8%	?
CC(Oc1ccccc1)C(=O)Nc1ccc(S(=O)(=O)NCC2CCCO2)cc1 (centres undefined)
    i	9%	-3%	-1%	?	-4%	-6%	-0.9%	-6%
COc1ccccc1N1C(=O)C(Cl)=C(Nc2ccccc2O)C1=O
    i	-10%	3%	1%[11.3 µM]	12%	1%	10%	13µM*	-5%
O=C(NCCC1=CCCCC1)C1CCN(S(=O)(=O)c2cccc3cccnc23)CC1
    i	-7%	1%	0%	-11%	-1%	-2%	-1.0%	?
O=C(NCc1ccccc1)c1cccc(S(=O)(=O)NCc2ccccc2)c1
    i	0%	-21%	-8%	-17%	1%	-9%	0.4%	?
Cc1ccc(Cl)cc1N1CCN(CCCNc2ncnc3onc(-c4ccc(Cl)cc4)c23)CC1
    i	·	0%	3%	1%	5%	·	0.3%	?
COc1cc(S(=O)(=O)N2CCN(C)CC2)ccc1Cl
    i	-2%	-18%	6%	1%	1%	-7%	-1.1%	-2%
CC(CCc1ccccc1)NC(=O)c1ccccc1F (centres undefined)
    i	0%	10%	·	1%	7%	0%	-0.5%	3%
CCn1c(=O)n(CC)c2cc(N3CCCCC3)c(NC(=O)Nc3ccccc3C(F)(F)F)cc21
    ?	·	9%	?	?	-1%	·	6.4%	?

An excerpt of these results, in CSV form:
SMILES,S2 tox,EPAC2 antag,HepG2 tox,ATXN2 expr inh,Nrf2 inh,A549 tox,MCF10A rereplic,Nrf2 ARE act,TGFb SMAD3 inh
O=C(NCc1ccccc1)c1cccc(S(=O)(=O)NCc2ccccc2)c1,i,0%,-21%,-8%,-17%,1%,-9%,0.4%,?
CCc1ccccc1NC(=O)N1CCC(NC(=O)C(Cc2ccc(OC)c(OC)c2)NC(C)=O)CC1 (centres undefined),i,8%,-2%,-1%,-26%,0%,4%,-0.8%,0%
CCn1c(=O)n(CC)c2cc(N3CCCCC3)c(NC(=O)Nc3ccccc3C(F)(F)F)cc21,?,·,9%,?,?,-1%,·,6.4%,?
O=C(COC(=O)CNS(=O)(=O)c1ccc(Br)cc1Cl)NC1CCCC1,i,6%,-6%,-6%,?,16%,-19%,0.1%,-8%
CC(Oc1ccccc1)C(=O)Nc1ccc(S(=O)(=O)NCC2CCCO2)cc1 (centres undefined),i,9%,-3%,-1%,?,-4%,-6%,-0.9%,-6%
